MCF10A rereplic: induces DNA re-replication in MCF 10a normal breast cells | 350,000 compounds, 2.9% hits | Potency, µM (top dose mostly 46.1 µM), for the others: at the highest dose activity, positive = re-replication, usual class: activators | MCF 10A DNA re-replication, Hoechst nuclear intensity, 48 h; also: potency is read from the fitted curve at half-maximal effect; % of control where 0% means no effect; nearly all actives have a fitted effect of over 50% in size
HT1080 IDH1KD tx: HT-1080 IDH1 knockdown cell toxicity (counter line). HT-1080 IDH1 knockdown viability, ATP luminescence, 48 h. Potency, µM (titrated, usually from 46.1 µM), inactives show top-dose activity, negative = toxicity, most hits filed as cytotoxic. 360,000 compounds, 2% hits;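 also: potency is read from the fitted curve at half-maximal effect; 0% = DMSO wells and -100% = cell-free medium wells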
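IDH1KD HT-1080 cells, 750/well, RPMI + 5% FBS; compound pinned after 2 h settling; 48 h, 37 °C; CellTiter-Glo luminescence; % activity normalised to DMSO and no-cell wells; curves fitted, classed by r2 and efficacy.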
SW480 rerep: inducers of DNA re-replication in SW480 colon cancer cells | SW480 DNA re-replication, Hoechst DNA content imaging, 48 h | 340,000 compounds, 1.8% hits | Potency, µM (doses to about 46.1 µM), without a hit: top-dose re-replication activation, usual class: activators; also: potency is read from the fitted curve at half-maximal effect; % of control where 0% means no effect; nearly all actives have a fitted effect of over 55% in size
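Image-based DNA-content assay: after two days of treatment, nuclei were labelled with the DNA dye Hoechst and imaged, and hits were compounds raising the count of nuclei showing high fluorescence intensity.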
KB-3-1 cytotox: KB-3-1 parental cell cytotoxicity; AID 1347075; Potency, µM (series often up to 46.1 µM), inactives show at the top dose activity change, negative = cytotoxic, hits mostly cytotoxic; 400,000 compounds, 1.4% hits; KB-3-1 viability, CellTiter-Glo ATP luminescence, 72 h; also: potency is read from the fitted curve at half-maximal effect; % is scaled to controls: 0 for no effect and ±100 for the full control effect; nearly all actives have a fitted effect of over 60% in size
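Multi-concentration cytotoxicity screen in KB-3-1 cells grown in DMEM lacking phenol red with 10% FBS. After 72 h at 37 °C with compound, ATP-dependent luminescence was recorded.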
HepG2 viability: HepG2 cytotoxicity, counter-screen for TGF-b inhibitors; 410,000 compounds, 0.76% hits; Potency, µM (highest dose often 46.1 µM), for inactives: at the top dose activity change, negative = cytotoxicity, hits mostly cytotoxic; HepG2 CAGA-GFP viability, ATP luminescence, 18 h; also: potency is read from the fitted curve at half-maximal effect; some results filed as inactive show a strong effect at the top dose
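HepG2 CAGA-GFP cells (1000/well, DMEM with 1% FBS) received compound, then TGF-beta at 500 pg/mL final, and were incubated 18 hours at 37 degrees C. Viability was read by CellTiter-Glo luminescence. Media-only wells were set as complete cell-killing and DMSO as no toxicity.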
HT1080NT lethal: kills 2HG-producing HT-1080-NT fibrosarcoma cells; HT-1080-NT fibrosarcoma viability, CellTiter-Glo ATP luminescence, 48 h; Potency, µM (titrated, usually from 46.1 µM), for inactives: at the highest dose activity, negative = less viability, actives largely listed as cytotoxic; 360,000 compounds, 1.6% hits;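 also: NT is the 2HG producing partner of a matched IDH1 knockdown line; potency is read from the fitted curve at half-maximal effect; 0% = DMSO-treated cells and -100% = media-only wells without cells; nearly all actives have a fitted effect of over 55% in size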
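A 48-hour cytotoxicity screen used HT-1080-NT cells plated 2 hours before compound delivery. ATP-based CellTiter-Glo luminescence measured viability, normalized to DMSO and no-cell controls.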
S2 tox: viability counter-screen for ATXN expression inhibitors; Potency, µM (highest dose often 56.7 µM), actives largely listed as cytotoxic; AID 651635; S2 cells (HEK-293 line with an ATXN2-luciferase reporter) viability, CellTiter-Fluor protease fluorescence, 24 h; 400,000 compounds, 0.49% hits; also: potency is read from the fitted curve at half-maximal effect; nearly all actives have a fitted effect of over 40% in size
ATXN2 expr inh: inhibitors of ATXN2 expression. HEK-293 ATXN2-luciferase reporter, luminescence, 24 h. Potency, µM (top dose mostly 57 µM), for the others: at the top dose activity change, negative = inhibition, actives largely listed as inhibitors. 360,000 compounds, 0.72% hits. AID 1745845; also: potency is read from the fitted curve at half-maximal effect; % is scaled to controls: 0 for no effect and ±100 for the full control effect; nearly all actives have a fitted effect of over 55% in size
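ATXN2-luciferase reporter cells (luciferase flanked by upstream and downstream ATXN2 gene portions) were treated 24 h at 37 °C with compounds at up to 57 uM. SteadyGlo luminescence gave expression; GF-AFC fluorescence gave viability.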
IL-1B inflam inh: inhibitors of inflammasome signaling (IL-1 beta secretion); THP-1 LPS/ATP IL-1B secretion, AlphaLISA, 16 h; hits give low values; activity change, % at 57.5 µM; 360,000 compounds, 4.7% hits; in the data active = activity change below about -50%; inconclusive = mostly about -30% to -49%; also: % is scaled to controls: 0 for no effect and ±100 for the full control effect
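Secreted IL-1B measured by AlphaLISA bead assay after 16 h compound exposure of THP-1 cells; compounds (final up to 57.5 uM) added 1 h before LPS (250 ng/mL) and ATP (1.25 mM) stimulation; lower signal means less secretion.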
Active calls of the source: *; i = inactive; ? = inconclusive; nt = no result given; [ ] = dose if it differs, or a comment. Unless noted, calls follow the shape of the dose curve; as a rule, active = well fitted curve in the direction sought with a large enough effect; inconclusive = small, poorly fitted or top-dose-only effect, or another doubt; inactive = no such curve, though single readings can be large; an effect the other way counts as inactive or inconclusive.

Structure | MCF10A rereplic | HT1080 IDH1KD tx | SW480 rerep | KB-3-1 cytotox | HepG2 viability | HT1080NT lethal | S2 tox | ATXN2 expr inh | IL-1B inflam inh
COc1ccc(OC)c(S(=O)(=O)N2CCC(C(=O)Nc3cccc(C)c3)CC2)c1 | 18% | -1% | -1% | -8% | 2% | 1% | i | 6% | ?
COc1cccc(/C=c2\s/c(=C\C(=O)C(C)(C)C)[nH]c2=O)c1 | ? | -4% | ? | ? | 26% | -17% | ? | -7% | 12
COc1cccc(-c2csc(N3CCN(C(=O)C4CCCCC4)CC3)n2)c1 | 15µM* | -4% | 4% | ? | -23% | 2% | i | -1% | -73*
Cc1cn2c(-c3cccnc3)nnc2s1 | -2% | 0% | -4% | -3% | -5% | 1% | ? | 0% | 14
COc1ccccc1OC(=O)c1cc(Cl)nc2ccccc12 | 2% | -27% | 1% | -7% | 0% | 1% | i | 3% | 24
Cc1cccc2sc(=S)[nH]c12 | nt | -18% | nt | 0% | -23% | -15% | ? | -33% | 22
CN(Cc1ccccc1)C(=O)CN1C(=O)c2ccccc2C1=O | -1% | -1% | 20% | 16% | 6% | 4% | i | 3% | -1
CCOc1ccc(NC(=O)NNC(=O)c2ccc(Cl)cc2Cl)cc1 | -9%[9.22 µM] | -8% | -26% | -5% | 0% | 0% | i | -20% | 0
Cc1cc(C)n(S(=O)(=O)c2ccc3ccccc3c2)n1 | ? | 8% | -4% | -3% | -1% | 3% | i | 7% | 4
O=C(O)CN1C(=O)C(=O)N(Cc2ccc(C(F)(F)F)cc2)C1=O | -3% | 0% | 18% | 22% | -2% | 0% | i | -5% | 10
O=C(CN1CCN(c2ccccn2)CC1)Nc1cccc(S(=O)(=O)N2CCOCC2)c1 | 0% | 16% | ? | -15% | -19% | -15% | i | -8% | 35
COc1cc(NC(=O)COc2ccccc2Cl)ccc1NC(=O)C(C)C | -20% | ? | 1% | -6% | -20% | ? | i | 2% | -5
CC(=O)Nc1ccc(S(=O)(=O)Nc2ccccc2C(=O)N2CCCCCC2)cc1 | -26% | 0% | -37%[inhibitor] | 3% | -18% | -2% | ? | -11% | 22
CCCN(C(=O)Cn1cc(S(=O)(=O)N2CCN(c3ccccc3F)CC2)c2ccccc2c1=O)c1cccc(C)c1 | nt | nt | nt | -1% | 3% | nt | i | 0% | nt
Cc1c(NC(=O)C(C)N(c2ccccc2)S(C)(=O)=O)c(=O)n(-c2ccccc2)n1C (stereo unspecified) | ? | 14% | -3% | -4% | -19% | 12% | i | 10% | 28
O=[N+]([O-])c1ccc(Cl)c(/C=N/N2CCN(Cc3ccc(Cl)cc3)CC2)c1 | -1% | 0% | -36% | 2% | -2% | 9% | nt | nt | -10
CC(=O)NC1=NC(=O)/C(=C/c2cc(C)n(-c3cccc(C(=O)O)c3)c2C)S1 | 9% | -1% | 2% | -2% | 1% | 0% | nt | ? | 4
CCCNC(=O)c1ccccc1C(=O)NC1(C(=O)NCCC)CCCC1 | 8% | 17% | -2% | -2% | -4% | 14% | i | nt | 0
COc1ccc2c3n([n+]([O-])c2c1)CCN=C3c1ccc(Cl)cc1 | -1% | 0% | -6%[9.22 µM] | -4% | -6% | 1% | i | 56%[activator] | 31
CCOC(=O)c1cc(-c2ccccc2)sc1NC(=O)CC(C)C | ? | 0% | 3% | 16% | -20% | 0% | i | 1% | 10
COc1cc2c(cc1OC)C(C(=O)NC1CC1)C1c3ccccc3CCN1C2=O (stereo unspecified) | 8% | 8% | -15% | 10% | -2% | -4% | i | 3% | -3
Cc1ccc2nc(-c3ccc(NS(=O)(=O)c4c(C)n(C)c(=O)n(C)c4=O)cc3)sc2c1 | 7.3µM* | -5% | 21µM* | -25% | -30% | -29% | nt | nt | -19
Cc1onc(-c2c(F)cccc2Cl)c1C(=O)NCc1ccccc1 | -2% | -13% | -30% | 14% | -23% | 3% | ? | ? | 4
COC(=O)c1c(NC(=O)COC(=O)Cn2cnc3ccccc32)sc2c1CCCC2 | 0% | 4% | 3% | ? | -1% | 6% | i | -27% | 51
Cc1cc(C)cc(N2CC(O)Cn3c2nc2c3c(=O)[nH]c(=O)n2C)c1 (stereo unspecified) | -3% | 10% | -12% | 4% | -7% | -1% | i | nt | 12
N#Cc1c(-c2ccccc2)nc(SCC(=O)NC2CCCCC2)[nH]c1=O | 3% | 13% | 2% | 0% | -17% | 12% | i | nt | 2
Cc1ccc(/C=N/NC(=O)c2nnn(-c3nonc3N)c2C(C)C)o1 | -5% | 9% | -11% | 2% | 7% | 3% | i | nt | -6
COc1ccccc1-c1noc(-c2ccncc2)n1 | 12% | -12% | -3% | -17% | -19% | -12% | i | 43%[activator] | -15
O=C(Nc1cccc2ncccc12)c1cccc(Br)c1 | 5% | -1% | -1% | -1% | -13% | 3% | i | 5% | 10
CSc1ccc(/C=C(/NC(=O)c2ccco2)C(=O)N2CCOCC2)cc1 | 2% | -5% | -1% | nt | -13% | 4% | ? | -11% | 17
CCCCNC(=O)COc1ccccc1C(=O)c1cc(C#N)c(=O)n(CCOC)c1 | 3% | 11% | -2% | 8% | -4% | 10% | ? | 3% | -1
COc1ccc(CCC(=O)NCCOc2ccc(C)cc2)cc1 | 2% | -5% | -5% | -5% | -6% | 0% | i | 19% | -1
Cc1cccc(NC(=S)/N=C(\N)Nc2nc(C)c3cc(C)ccc3n2)c1 | 17% | -2% | ? | 2% | 4% | -2% | ? | -22% | ?
Cc1ncoc1C(=O)NC1CCCc2c1cnn2-c1ccc(C(C)(C)C)cc1 (stereo unspecified) | 3% | ? | 13% | 18µM* | -28% | ? | i | ? | -10
O=C(CSc1nc2cccnc2n1Cc1ccccc1)NC1CCCCC1 | 18% | -13% | -1% | -2% | -1% | -1% | ? | 0% | ?
COc1cccc(OC)c1C(=O)Nc1sc2c(c1C#N)CCC2 | ? | -21% | 0% | 7% | 1% | -2% | i | 2% | 15
O=C(CN1CCc2ccccc2C1)Nc1ccccc1Cl | 8% | -1% | -1% | -1% | -18% | -1% | ? | nt | 6
COCc1cc(C)nc2sc(C(=O)NC3CCCCC3)c(N)c12 | 27% | 15% | -6% | -20% | -5% | 7% | i | 30%[activator] | ?
C[C@H]1CN([C@@H](C)CO)C(=O)CCCn2cc(nn2)CO[C@@H]1CN(C)C(=O)Nc1ccc(N2CCCCC2)cc1 | nt | 6% | nt | 6% | -3% | 20% | i | 4% | 0
CC(C)C(NS(=O)(=O)c1ccc2c(c1)oc(=O)n2C)C(=O)NCCc1ccccc1 (stereo unspecified) | nt | nt | nt | 5% | -5% | nt | i | 12% | nt
Cc1cc(C)nc(SCC(=O)N2CCOCC2)n1 | -3% | -5% | -2% | 0% | -11% | -1% | i | -6% | 0
CCOC(=O)C1CCN(C(=O)C(C)N(c2ccc(Oc3ccccc3)cc2)S(C)(=O)=O)CC1 (stereo unspecified) | -4% | -15% | -6% | -3% | -1% | -19% | ? | nt | 12
COc1ccc(Cl)cc1NC(=O)CN(C)C(=O)c1cccc2cccnc12 | 2% | 0% | -17% | -4% | -2% | -14% | i | nt | 8
COc1cccc(NC(=O)N2CCCC2C(=O)NCc2ccc(Cl)cc2)c1 (stereo unspecified) | 10% | -1% | ? | -1% | -3% | 9% | i | -9% | 4
Cc1ccc2nc(C)/c(=N\O)c(C)nc2c1 | 7% | ? | 7% | 3% | -25% | -13% | i | 94%[activator] | -15
O=C(Nc1ccc2nc(SCC(=O)N3CCc4ccccc43)sc2c1)c1cccc(Cl)c1 | nt | nt | nt | 6% | -3% | nt | i | 17% | nt
Cc1cc(-c2nc(C)c(-c3nnc(SCC(=O)Nc4cc(Cl)cc(Cl)c4)n3C)s2)no1 | 11% | 4% | -4% | 0% | -167% | ? | i | -13% | -4
CCC(=O)Nc1ccc(C(=O)Nc2cccc(C)n2)cc1 | 1% | -4% | 0% | -7% | -37% | -4% | i | nt | -28
O=C1CC(N2CCOCC2)C(=O)N1Cc1ccc(N2CCCC2=O)cc1 (stereo unspecified) | -5% | 11% | -6% | 16% | -3% | 15% | i | 0% | 0
CCc1[nH]nc2c1C(c1cccnc1)C(C#N)=C(N)O2 (stereo unspecified) | 0% | -2% | -1% | 7% | -1% | -2% | i | -5% | -27
COc1ccc(C2/C(=C(/O)c3ccccc3)C(=O)C(=O)N2CCN2CCOCC2)c(OC)c1 (stereo unspecified) | 3% | -12% | -1% | 10% | 5% | 0% | i | 0% | 10
Cc1nn(Cc2cccc(C(=O)N3N=C(C(F)F)CC3(O)C(F)F)c2)c(C)c1[N+](=O)[O-] (stereo unspecified) | ? | ? | -4% | -1% | -18% | -19% | i | -7% | 35
O=S(=O)(Nc1ccc(Cc2ccncc2)cc1)c1ccc(Br)cc1 | 25% | ? | 10% | -15% | -35% | -30% | i | -24% | -21
O=C(CSc1ncn(-c2ccccc2)n1)Nc1ccc2c(c1)OCO2 | 16% | 2% | -5% | -3% | -17% | -2% | i | -25% | 17
COc1ccc(NC(=O)CS(=O)CC(=O)Nc2cccc3cccnc23)cc1 (stereo unspecified) | ? | 1% | 4% | 4% | -1% | 7% | i | -4% | 48
COc1cc2ccccc2cc1C(=O)Nc1ccc2oc(-c3cccc(Cl)c3Cl)nc2c1 | nt | nt | nt | 4% | -1% | nt | i | 14% | nt
COc1ccc(C)c2sc(NC(=O)c3ccc(S(=O)(=O)N4CCCCC4)cc3)nc12 | nt | nt | nt | -3% | -4% | nt | i | -5% | nt
CCOc1cc(CO)cc(Br)c1OCC(=O)Nc1ccccc1C | -3% | 5% | 7% | 20% | -12% | -2% | i | -17% | 44

Two compounds from above, limited to S2 tox and IL-1B inflam inh.
| compound | S2 tox | IL-1B inflam inh |
| --- | --- | --- |
| CCOC(=O)C1CCN(C(=O)C(C)N(c2ccc(Oc3ccccc3)cc2)S(C)(=O)=O)CC1 (stereo unspecified) | ? | 12 |
| COc1ccc(Cl)cc1NC(=O)CN(C)C(=O)c1cccc2cccnc12 | i | 8 |

From PubChem BioAssay
